# Source: PubChem BioAssay (University of Kansas High Throughput Screening Laboratory)
# Pf apPOL block – Pf-apPOL inhibitors, biochemical, fluorescence | Plasmodium falciparum apicoplast DNA polymerase (apPOL) | Recombinant Pf-apPOL, molecular beacon fluorescence, 1.5 h | inhibition, % at 10 µM | actives 0.25% (n = 210,000)
# mHTT-CaM PPI inh – mutant huntingtin-calmodulin interaction inhibitors – biochemical, AlphaScreen, primary screen; actives 3.6% (n = 190,000); AlphaScreen His-mHTT/GST-CaM binding, luminescence; inhibition, % at 15 µM;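 also: 0% = both proteins with DMSO and 100% = one protein alone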
# Numbers without * were called inactive; . = no result given. Rule as the data show it: active = inhibition above about 50%; inactive = the rest.
SMILES,Pf apPOL block,mHTT-CaM PPI inh
COC(=O)c1sc(N(C)C)c(C#N)c1-c1ccc(Cl)cc1,-8,.
Cc1cc(C(=O)NCC2(O)CCCC2)no1,1,-21
Cc1nn2c3c(sc2nc1=O)C(=O)N(c1ccc(F)c(Cl)c1)C3=O,-14,23
O=C(Nc1c(-c2ccc(F)cc2)nc2ccccn12)C1CCC1,0,13
Cc1nnc(NC(=O)c2ccc(S(=O)(=O)NCc3ccc4c(c3)OCO4)o2)s1,-4,100*
Cc1ccc(N=C2C(=O)N(CN3CCOCC3)c3ccccc32)cc1Cl,-8,37
O=C(Nc1nc(-c2ccc(Cl)c(Cl)c2)cs1)c1cc(=O)c2ccccc2o1,-9,-7
Cc1nc2cc(C(=O)NC3CCCCC3C)ccc2n1-c1cccc(F)c1 (stereo not given),22,22
Cc1nc(N2CCSCC2)ncc1S(=O)(=O)c1ccc(Cl)cc1,-11,.
COc1ccc(S(=O)(=O)N2CCN(C)CC2)cc1,-5,2
O=C(NC(Cc1ccccc1)C(=O)O)c1ccc(Cl)cc1 (stereo not given),0,-1
Cn1c(=O)n(C)c2cc(/C=C3\C(=O)NN(c4ccc(Br)cc4)C3=O)ccc21,5,2

# Quoted from the listing.
# `Cc1cc(C(=O)NCC2(O)CCCC2)no1` in Pf apPOL block = 1
# `COc1ccc(S(=O)(=O)N2CCN(C)CC2)cc1` in mHTT-CaM PPI inh = 2

# The listing continues:
SMILES,Pf apPOL block,mHTT-CaM PPI inh
COC(=O)Nc1ccc(S(=O)(=O)N2CCCC(C(=O)Nc3ccc4c(c3)OCO4)C2)cc1 (stereo not given),3,10
O=C(c1ccccc1)c1cccc(NC(=O)c2ccco2)c1,-12,10
N#CC1=C(N)Oc2oc3ccccc3c(=O)c2C1c1cc(F)ccc1Br (stereo not given),-1,0
COc1ccc(CNc2ncnc3c2cnn3-c2ccc(Cl)cc2)cc1,-8,8
CN(C)C(=O)c1c(NC(=O)c2cccs2)sc2c1CCCCC2,-1,4
O=C(NC1CCN(c2ccccc2C(=O)N2CCCC2)CC1)c1cc(F)cc(F)c1,-3,6
O=C(O)c1cccc(NC(=O)c2cccc(S(=O)(=O)N(CCO)CCO)c2)c1,-3,-1
O=[N+]([O-])c1ccc2nc(-c3ccc([N+](=O)[O-])o3)[nH]c2c1,-1,20
COc1ccc(Br)c2c1OCCO2,.,-11
O=C(NCCc1ccc(Cl)cc1)C(=O)Nc1cccc(C(F)(F)F)c1,0,-8
Cc1nnc(SCCn2c(N(C)Cc3ccccc3)nc3c2c(=O)[nH]c(=O)n3C)s1,-3,1
COC(=O)[C@H](Cc1ccccc1)N(Cc1cn(Cc2ccccc2)nn1)S(=O)(=O)c1ccccc1Br,-6,20
Cc1nnc(-c2ccc(C(F)(F)F)cn2)nc1C,15,.
CCOC(=O)c1c(NC(=S)Nc2cc(C)nn2-c2ccccc2)sc(C)c1C,6,.
O=c1[nH]c(=O)n([C@H]2C[C@H](O)[C@@H](CO)O2)cc1Br,2,.
CCN(CC)Cc1c(O)ccc2c(=O)c(Oc3ccc(OC)cc3)c(C)oc12,-5,-5
CC(=O)Nc1ccc(S(=O)(=O)NCC(c2ccc3c(c2)CCCN3C)N(C)C)cc1 (stereo not given),-9,23
Cc1sc2c(=O)n(C3CC3)cnc2c1C(=O)N1CCN(C2CCCCC2)CC1,2,8
Cc1ccc(-c2cncc(C(=O)Nc3ccc(F)c(Cl)c3)c2)cc1,-3,-9
O=C(c1cn(-c2ccccc2)nc1-c1cccc(Br)c1)N1CCOCC1,-3,40
Cc1noc(COC2CCCN(C(=O)c3ccc4c(c3)OCO4)C2)n1 (stereo not given),-2,-9
CC1(C(=O)NCc2ccccc2)CCC(=O)N1Cc1ccccc1Cl (stereo not given),-1,1
CN1c2cc(C(=O)N3CCN(c4ccccn4)CC3)ccc2C(=O)N2CCCCC21 (stereo not given),-6,-2
CN(C)C(=O)N1CCC(C(=O)NCc2cccnc2)CC1,-12,-6
CCCCCCCCCCCCCCCc1noc2c1C(=NO)CCC2,2,.
COc1ccc2nc(N3CCCC(C(=O)NCc4ccco4)C3)sc2c1 (stereo not given),0,8
Cc1cc(C=C2SC(=S)NC2=O)oc1C,3,.
C=CCc1cccc2cc(C(=O)N(C)C)c(=O)oc12,-8,7
COc1ccc(-c2ccc(C#N)c(SCC(=O)N3CCN(C)CC3)n2)cc1,2,-6
O=c1/c(=C/c2ccc(-c3ccc(F)cc3)o2)sc2nc3cc(Br)cnc3n12,-8,-1
COc1ccc(C=C2Oc3c(ccc(O)c3CN3CCC(C)CC3)C2=O)cc1OC,-26,15
Cc1ccc(N(C)S(=O)(=O)c2ccc3[nH]cc(C(=O)NC(C)C)c(=O)c3c2)cc1C,-10,35
CSc1cccc(NC(=O)N2CCC(c3nc(C(=O)N4CCCCC4)c(C)o3)CC2)c1,2,-3
COc1ccc(C(=O)N2CCN(c3ccc(Cl)cc3)C(=O)C2C)cc1 (stereo not given),-2,-4
Cc1ccccc1NC(=O)c1ccc(-c2cccc(F)c2)nc1,8,-1
Cc1ccc(NC(=O)CN2C(=O)CC(c3ccccc3)=Nc3cccnc32)cc1F,18,0
Cc1ccsc1CN1CCN(c2ccc(Cl)cc2)CC1,-1,1
CCOC(=O)COc1ccc(C=C2Oc3cc(OC)ccc3C2=O)cc1OC,-7,2
CCc1ccc(C2=CC(c3ccc(OC)c(OC)c3OC)n3nnnc3N2)cc1 (stereo not given),-4,30
CCCCN(C)C(=O)C1CCN(c2cnn(C)c(=O)c2)CC1,-6,-8
COc1ccc(-n2c(SCC(=O)Nc3ccccc3C)nc(O)cc2=O)cc1,0,8
O=C1N(c2ccc(F)cc2)c2ncccc2S(=O)(=O)N1Cc1cccc(F)c1,-3,-20
CC(CC(=O)N1CCC(Cc2ccccc2)CC1)c1ccccc1 (stereo not given),-13,2
CC(C)n1cc2cc(C(=O)N(C)CCc3ccccn3)sc2c1,1,9
Cc1ccccc1C(=O)N1CCc2c(c(COCc3ccccc3F)nn2C)C1,0,1
CCCOc1cccc2c1CCN(Cc1ccc(F)cc1)C2=O,-12,-9
CCOc1ccc(NC(=O)Cn2c(=O)n(-c3ccccc3)c(=O)c3sccc32)cc1,14,5
Cc1ccc(CN2C(=O)c3ccccc3Sc3ccc(C(=O)NCc4cccnc4)cc32)cc1,-14,42
COc1ccc(C2CC(c3cccs3)=NN2C(=O)CN(C)C(C)=O)cc1 (stereo not given),-1,21
O=C(Nc1ccccc1)Oc1ccc(F)cc1,-9,-11
COc1cccc2c1OC1(C)CC2NC(=O)N1c1cccc(C)c1 (stereo not given),-4,-1
CN(C)CCN1C(=O)C(=O)C(=C(O)c2ccc(F)cc2)C1c1cccs1 (stereo not given),-7,-5
Cc1ccnc(N2CCC(C(=O)N3CC=C(c4ccccc4)CC3)CC2)n1,-2,-8
Cc1ccc2nc(NC(=O)C3CC3)sc2c1,6,2
COc1ccc2nc(NC3=NC(c4ccccc4)CC(=O)N3)nc(C)c2c1 (stereo not given),60*,54*
CCC1CCCCN1Cc1ccc([N+](=O)[O-])s1 (stereo not given),6,5
O=C(O)c1nccnc1-c1nc2ccccc2c(=O)[nH]1,-4,.
COc1ccc(NC(=O)C(N)Cc2c[nH]c3ccccc23)cc1 (stereo not given),-18,46
O=C(NCc1cccs1)c1cccc(C2CCCN(C(=O)Nc3ccccc3)C2)c1 (stereo not given),-3,4
COc1ccc(CCNC(=O)c2ccc3c(c2)N(C)C(=O)C2CCCCN32)cc1OC (stereo not given),-3,17
# The list continues:
SMILES,Pf apPOL block,mHTT-CaM PPI inh
CC1=C(C(=O)NCc2cccc(F)c2)C2(CCCCCC2)OC1=O,-4,-9
O=C(NCc1ccc2c(c1)OCO2)c1cc(Cl)ccc1Cl,1,-1
Cc1cccc2oc(-c3cc(N=Cc4cccc([N+](=O)[O-])c4)ccc3O)nc12,-2,2
Cc1sc2ncn(CC(=O)Nc3ccccc3)c(=O)c2c1C,-2,6
COc1ccc(C(O)CN2CCN(c3ncccn3)CC2)cc1 (stereo not given),-8,-2
O=C(c1cccc(F)c1)N1CCOCC1,-6,-7
O=C(O)c1ccccc1SC1CC(=O)N(c2cccc(C(F)(F)F)c2)C1=O (stereo not given),-3,-1
CCCS(=O)(=O)NCCC1CCN(C(=O)c2ccc(F)cc2)CC1,0,29
O=C(Nc1ccccc1C(F)(F)F)C1CC(=O)N(c2ccccc2Cl)C1 (stereo not given),-6,0
O=C(Nc1ccccc1)Nc1nnc(-c2ccc3c(c2)OCO3)s1,0,-1
O=C(CNS(=O)(=O)c1ccccc1)N1CCC(c2noc(-c3ccccc3)n2)CC1,1,2
Cc1ccccc1/C=C1\N=C(c2ccc(C)c([N+](=O)[O-])c2)OC1=O,2,55*
CC(C)N(C(=O)c1ccc(C(=O)NC(C)(C)C)cc1)C(C)C,-1,1
Cc1cc(=O)n(CC(=O)Nc2ccc(Br)cc2)c(N2CCCCC2)n1,-1,-16
COc1ccccc1N1CCN(Cc2cc(OC)c3c(c2)OCO3)CC1,-9,4
Nc1ccc(-c2nc3ccc(N)cc3[nH]2)cc1,-8,22
CC1CC(C)CN(C(=O)Nc2ccc(Cl)c(Cl)c2)C1 (stereo not given),1,-36
CC(=O)C1=C(O)C(=O)N(CCN2CCOCC2)C1c1ccc(Cl)cc1Cl (stereo not given),-6,4
COc1ccc(-c2csc(Nc3ccc(O)cc3)n2)cc1,-4,61*
CCNc1cc(N2CCCC(CCC(=O)Nc3ccc(C)cc3C)C2)ncn1 (stereo not given),-10,13
COc1ccc2cc3cc(C(=O)NCCCOC(C)C)oc3nc2c1,-6,12
COc1cc(CN(C)CCN(C)C)cc([N+](=O)[O-])c1O,-2,2
COc1cccc(OC)c1C(C)(O)C(OC)OC (stereo not given),-8,.
CC1=C(C(=O)Nc2ccccn2)C(c2ccccc2)n2ncnc2N1 (stereo not given),-2,5
Cc1cc(C2CCCN2C(=O)c2ccc(C)s2)no1 (stereo not given),-2,3
Cc1ccc(N2N=NC3C(=O)N(c4ccccc4)C(=O)C32)cc1F (stereo not given),-1,-9
COc1ccccc1C(=O)N/C(=C/c1ccc2c(c1)OCO2)C(=O)NCCCCCC(=O)O,-3,0
COc1cc2c(cc1OC)-c1cc(=Nc3c(C)cc(C)cc3C)n(C)c(=O)n1CC2,-17,.
CC1C2(C)OC(=N)C(C#N)(C(c3cccnc3)O2)C1(C#N)C#N (stereo not given),-6,2
COC(=O)C1CN(Cc2cn(Cc3ccc(C)cc3)nn2)CCS(=O)(=O)N1Cc1ccc(F)cc1 (stereo not given),4,24
Cc1cc(C)c[n+](CC(=O)c2c(C)cc(C)c([N+](=O)[O-])c2C)c1,0,23
O=C(O)COc1ccc2c(c1)OC(=Cc1cccc(Br)c1)C2=O,15,-3
Cc1cccc(-c2cc3nc(C)c(Cl)c(=O)n3[nH]2)c1,1,4
Cn1ncc(N2CCCC(C(=O)N3CCCCCC3)C2)cc1=O (stereo not given),-4,-1
O=C(CCN1C(=O)c2cccnc2C1=O)NC1CCCCCC1,-34,4
CCC(C)NC(=O)CC1CCN(C(=O)c2[nH]c(C)cc2C)CC1 (stereo not given),1,-3
COc1ccccc1N(CC(=O)N1CCCCC1)S(=O)(=O)c1ccc(C)cc1,-7,15
O=S1(=O)CCSCCN1Cc1ccc(F)cc1F,-2,-7
O=[N+]([O-])c1ccc(-n2ncnc2-c2ccc3c(c2)OCO3)cc1,-3,0
CCOC(=O)C1=C(C)NC2=C(C(=O)CC(C)(C)C2)C1c1ccc(OC)cc1 (stereo not given),0,-8
COc1ccc2nc(NC(=O)CSc3ccccn3)sc2c1,-3,3
CCOC(=O)C(C)Oc1ccc2c(c1)OC(=Cc1ccc(C(=O)OC)cc1)C2=O (stereo not given),-2,-7
O=C(Cc1cccs1)Nc1cnc(-c2cccc(Cl)c2)nc1,-15,26
COCCC1CCN(C(=O)CN(C)C(=O)c2ccnn2C)CC1,-4,-7
Cc1cc(S(=O)(=O)NCC2CCCO2)cc([N+](=O)[O-])c1C (stereo not given),-5,-9
CC(NC(=O)C1CCN(c2cc(N3CCCC3)ncn2)CC1)c1ccccc1 (stereo not given),-1,10
Cc1cc(C)cc(S(=O)(=O)N2CCCC(C)(C(=O)NCc3cccc(F)c3)C2)c1 (stereo not given),-3,5

# A run of entries taken from the entries so far, as a working copy:
SMILES,Pf apPOL block,mHTT-CaM PPI inh
COc1cc2c(cc1OC)-c1cc(=Nc3c(C)cc(C)cc3C)n(C)c(=O)n1CC2,-17,.
CC1C2(C)OC(=N)C(C#N)(C(c3cccnc3)O2)C1(C#N)C#N (stereo not given),-6,2
COC(=O)C1CN(Cc2cn(Cc3ccc(C)cc3)nn2)CCS(=O)(=O)N1Cc1ccc(F)cc1 (stereo not given),4,24
Cc1cc(C)c[n+](CC(=O)c2c(C)cc(C)c([N+](=O)[O-])c2C)c1,0,23
O=C(O)COc1ccc2c(c1)OC(=Cc1cccc(Br)c1)C2=O,15,-3
Cc1cccc(-c2cc3nc(C)c(Cl)c(=O)n3[nH]2)c1,1,4
Cn1ncc(N2CCCC(C(=O)N3CCCCCC3)C2)cc1=O (stereo not given),-4,-1
O=C(CCN1C(=O)c2cccnc2C1=O)NC1CCCCCC1,-34,4
CCC(C)NC(=O)CC1CCN(C(=O)c2[nH]c(C)cc2C)CC1 (stereo not given),1,-3
COc1ccccc1N(CC(=O)N1CCCCC1)S(=O)(=O)c1ccc(C)cc1,-7,15
O=S1(=O)CCSCCN1Cc1ccc(F)cc1F,-2,-7
O=[N+]([O-])c1ccc(-n2ncnc2-c2ccc3c(c2)OCO3)cc1,-3,0
CCOC(=O)C1=C(C)NC2=C(C(=O)CC(C)(C)C2)C1c1ccc(OC)cc1 (stereo not given),0,-8
COc1ccc2nc(NC(=O)CSc3ccccn3)sc2c1,-3,3
CCOC(=O)C(C)Oc1ccc2c(c1)OC(=Cc1ccc(C(=O)OC)cc1)C2=O (stereo not given),-2,-7
O=C(Cc1cccs1)Nc1cnc(-c2cccc(Cl)c2)nc1,-15,26
COCCC1CCN(C(=O)CN(C)C(=O)c2ccnn2C)CC1,-4,-7
Cc1cc(S(=O)(=O)NCC2CCCO2)cc([N+](=O)[O-])c1C (stereo not given),-5,-9
CC(NC(=O)C1CCN(c2cc(N3CCCC3)ncn2)CC1)c1ccccc1 (stereo not given),-1,10
Cc1cc(C)cc(S(=O)(=O)N2CCCC(C)(C(=O)NCc3cccc(F)c3)C2)c1 (stereo not given),-3,5
